# AddAB inh = growth inhibition of E. coli expressing H. pylori AddAB, primary screen, AddAB inhibitor project, absorbance. inhibition, % at 11.9 µM. 330,000 compounds, 0.29% hits; in the data active means inhibition above about 12%;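 further: 0% = vehicle wells of infected cells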
# PKA-R2B activ = activators of PKA-R2B holoenzyme, primary screen, biochemical, fluorescence polarization, Cy5-IP20, human. cAMP-dependent protein kinase catalytic subunit beta (Homo sapiens) + cAMP-dependent …. PKA-R2B holoenzyme dissociation; R2B truncated from residue 108, S112A mutant; 0% DMSO only, 100% 113 µM cGMP. activation, % at 11.4 µM. AID 504700, 2011. 340,000 compounds, 0.079% hits;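 active means activation above a cutoff set at the mean over all compounds plus 3 SD, cut at about 18% in these data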;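 further: higher means more holoenzyme dissociation and a rise in polarization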
# Target sequence (P31323 whole entry, looked up, other chains not shown, the tested form may be a part): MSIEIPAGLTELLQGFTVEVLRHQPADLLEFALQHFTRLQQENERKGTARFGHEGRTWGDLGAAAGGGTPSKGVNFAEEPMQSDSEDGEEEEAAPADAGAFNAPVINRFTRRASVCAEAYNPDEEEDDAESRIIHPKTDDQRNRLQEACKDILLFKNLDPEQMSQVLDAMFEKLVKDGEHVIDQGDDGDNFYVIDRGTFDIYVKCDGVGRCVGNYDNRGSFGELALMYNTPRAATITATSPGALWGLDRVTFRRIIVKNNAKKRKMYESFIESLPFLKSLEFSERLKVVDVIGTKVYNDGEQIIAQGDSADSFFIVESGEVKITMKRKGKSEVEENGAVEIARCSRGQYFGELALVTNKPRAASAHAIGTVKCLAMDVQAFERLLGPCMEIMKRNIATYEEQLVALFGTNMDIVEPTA
# Tat transport = E. coli Tat export inhibitors, primary screen, MC4100, TorA-mCherry reporter, fluorescence, single point | 340,000 compounds, 0.036% hits | inhibition, % at 10 µM | AID 488895, 2010;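 active means mean replicate inhibition at least 50% and at least half of replicates individually reaching 50%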;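 further: exported cargo escapes ClpAP degradation while cytoplasmic cargo is degraded and loses fluorescence; 0% = median of neutral control wells and 100% = median of NaSCN control wells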
# Mot1-301 SUMO = yeast Mot1-301 growth rescue at high temperature, primary screen, SUMOylation pathway inhibitor project, S. cerevisiae, ATP luminescence, 38.5C; AID 2716, 2010; 320,000 compounds, 1% hits; S. cerevisiae Mot1-301 growth rescue; percent above DMSO median, 100 means doubled; growth rescue, % at 18.8 µM;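 active means every valid replicate shows activation above 250% relative to neutral control wells; inactive means the rest, any valid replicate at or below 250%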;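 further: OY570 slx delta 5 strain wells were the positive control but not used for scaling; some compounds called inactive have numbers as strong as hits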
# HTR5A inv ag = HTR5A inverse agonists in luminescence cell assay, primary screen, counter-screen for OPRM1-OPRD1 heterodimer inverse agonist project, full-deck HTS; 340,000 compounds, 0.083% hits; HTR5A cell line, inverse agonism; inhibition, % at 9.3 µM; AID 504634, 2011; in the data active means inhibition mostly above about 23%, no sharp cut-off; inactive means mostly below about 18%;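 further: 0% = cells with DMSO and 100% = no-cell wells with DMSO; some compounds called inactive have numbers as strong as hits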
# Target sequence (P47898 whole entry, looked up): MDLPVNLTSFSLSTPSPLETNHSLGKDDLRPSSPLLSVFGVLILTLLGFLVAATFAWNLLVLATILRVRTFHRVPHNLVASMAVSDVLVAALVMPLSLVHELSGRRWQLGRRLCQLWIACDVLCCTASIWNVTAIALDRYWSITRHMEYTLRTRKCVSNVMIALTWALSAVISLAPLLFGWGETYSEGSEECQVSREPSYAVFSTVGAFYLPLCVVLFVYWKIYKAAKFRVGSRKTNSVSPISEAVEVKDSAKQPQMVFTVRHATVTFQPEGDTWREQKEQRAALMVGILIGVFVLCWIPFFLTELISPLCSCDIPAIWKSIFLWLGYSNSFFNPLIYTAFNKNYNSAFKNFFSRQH
# OPRM1-OPRD1 inv = inverse agonists of MOR-DOR heterodimerization, primary screen, cell-based, luminescence | AID 504357, 2011 | cell-based MOR-DOR heterodimer luminescence, inverse agonism | inhibition, % at 9.3 µM | 340,000 compounds, 0.21% hits; in the data active means inhibition above about 22%, passing the limit was not always enough;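 further: 0% = cells with DMSO and 100% = wells without cells with DMSO; values of inactives mirror those of a sister screen read the other way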
# E coli growth = E. coli V3065 growth inhibition, primary screen, counter-screen for AddAB inhibitor project, absorbance, OD600. 18 h. inhibition, % at 11.9 µM. 330,000 compounds, 0.27% hits. AID 449728, 2010;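 active means inhibition above the campaign's mean inhibition across all tested compounds plus 3 SD, cut at about 9.9% in these data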;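 further: uninfected addAB+ strain grown without phage in ampicillin broth; 0% = DMSO wells and 100% = ciprofloxacin 0.95 µg/ml wells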
# PfHsp90 yeast 2 = growth inhibition of PfHsp90-expressing yeast, primary screen, antimalarial PfHsp90 inhibitor project, S. cerevisiae, BacTiter-Glo luminescence, single point, set 2 | BacTiter-Glo ATP, 48 h; yeast lacking PDR1 and PDR3 efflux regulators | inhibition, % at 9.4 µM | 310,000 compounds, 0.32% hits;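 active means every replicate shows inhibition above about 80%, whatever the replicate mean, limit read from the data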;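 further: 0% = DMSO neutral controls and 100% = 20 µM radicicol positive controls; yeast relying on Plasmodium falciparum Hsp90 in place of its own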
# PKA-R1A act = activators of PKA-R1A holoenzyme, primary screen, biochemical, fluorescence polarization, Cy5-IP20, bovine R1A, mouse PKAc; cAMP-dependent protein kinase type I-alpha regulatory subunit (Bos taurus) + …; activation, % at 11.4 µM; AID 504707, 2011; 340,000 compounds, 0.083% hits; PKA-R1A dissociation; scaled: DMSO 0%, 113 µM cGMP 100%;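 active means percent activation above the mean of all tested compounds plus 3 SD, cut at about 19% in these data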;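 further: higher means more PKAc released from R1A so a rise in polarization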
# phage Ecoli inh = growth loss of phage-infected E. coli, primary screen, RecBCD inhibitor project, absorbance, with phage, HTS; 360,000 compounds, 0.26% hits; inhibition, % at 11.9 µM; in the data active means inhibition above about 11%
# MOR-DOR ag = agonists of OPRM1-OPRD1 heterodimerization, primary screen, cell-based, luminescence; Mu-type opioid receptor (Homo sapiens) + Delta-type opioid receptor (Homo sapiens), …; cells; activation, % at 9.3 µM; 340,000 compounds, 0.3% hits; in the data active means activation above about 18%;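 further: 0% = vehicle-treated cells and 100% = reference agonist; values of inactives mirror those of a sister screen read the other way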
# * marks the source's active call; other numbers are inactive results; / = no result given.
# Order of results – AddAB inh	PKA-R2B activ	Tat transport	Mot1-301 SUMO	HTR5A inv ag	OPRM1-OPRD1 inv	E coli growth	PfHsp90 yeast 2	PKA-R1A act	phage Ecoli inh	MOR-DOR ag
1) Cc1cc(C(=O)OCC(=O)c2ccccc2)c2ccccc2n1
  4.6	-4	-14	-2	-13	10	-2.1	-21	-9	0.5	-1.4
2) CC(=O)c1cccc(NS(=O)(=O)c2ccc(NC(=O)N3CCCCC3)cc2)c1
  5.1	13	9	-12	-5	4	2.1	5	5	3.5	-0.8
3) COc1ccc(-c2noc(CCC(=O)NCC3CCN(Cc4cccc(C)c4)CC3)n2)cc1
  1.9	7	6	-5	-13	-14	-2.0	/	-11	3.0	2.8
4) CC(C)(C)c1ccc(C(CC(=O)O)NC(=O)Cc2ccccc2)cc1 (centres undefined)
  2.7	1	0	-2	2	13	-0.5	40	-15	2.5	-2.7
5) Cc1ccc(-c2c(C#N)c(N)nc3c2CCCCC3)cc1
  1.5	-8	-2	21	-15	1	-0.9	-6	-7	0.6	-0.1
6) COc1ccc(CNS(=O)(=O)c2ccc3c(c2)C(C)(C)C(=O)N3C)cc1
  4.4	-7	-4	-20	-12	3	1.7	23	4	2.9	-0.6
7) O=CNc1ccc(OC(=O)c2cncc(Br)c2)cc1
  3.8	8	-2	3	-11	1	0.2	5	4	-0.5	-0.1
8) Cc1cc(N2CCOCC2)ccc1/C=C\[N+](=O)[O-]
  0.7	-4	-4	-12	25	16	-1.0	-10	-10	2.7	-3.1
9) CCOC(=O)N1CCN(C(=O)C(C)N(c2ccccc2)S(C)(=O)=O)CC1 (centres undefined)
  2.3	-7	-3	-14	19	10	1.0	28	-4	0.9	-1.9
10) O=C1/C(=C/c2ccccn2)SC(=S)N1c1ccc(O)cc1
  -0.2	3	0	-5	-18	-19	2.0	-30	-2	1.9	3.6
11) Cc1nc(CN(C)Cc2nc(Cc3cccc(F)c3)no2)cs1
  4.9	-7	-13	10	-2	-7	-0.7	-13	-2	0.3	1.3
12) Cc1ccc2c(CN3C(=O)NC(C)(c4ccc5c(c4)OCO5)C3=O)cc(=O)oc2c1 (centres undefined)
  0.9	-5	2	-10	-12	6	0.9	25	-14	1.8	-1.1
13) CCOC(=O)N1CCN(C(=S)Nc2cc(OC)c(OC)cc2C(=O)OC)CC1
  1.8	-1	5	3	-11	5	-1.8	3	0	2.3	-0.8
14) Cc1ccccc1OCc1nnc(SCc2cc(=O)[nH]c3ccccc23)o1
  0.1	-9	6	338	-13	-14	0.1	-7	-10	2.4	2.6
15) CC12CC(c3ccccc3O1)C(C(=O)NCc1ccccc1)C(=O)N2 (centres undefined)
  1.1	4	-1	-11	-3	3	-0.4	14	8	-0.3	-0.5
16) CCOC(=O)Cc1csc(NC(=O)CN2CCN(c3ccccc3)CC2)n1
  0.5	11	10	23	11	16	-0.8	16	-9	0.6	-3.6
17) Cc1cc(CN(C)C(=O)c2ccc(OC3CCN(CCc4ccccc4)CC3)cc2)on1
  0.6	-6	0	10	-16	9	-0.8	-11	-3	1.7	-1.7
18) Nc1ncnc(Nc2ccccc2C(F)(F)F)n1
  3.2	-4	6	10	-23	-4	-2.1	29	4	0.0	1.0
19) CC(C)c1ccc(NC(=O)[C@@H](NC(=O)N2CC(=O)Nc3ccccc32)C(C)C)cc1
  2.6	3	6	-19	-4	-2	-0.3	-11	5	4.1	0.3
20) Cc1ccc(S(=O)(=O)N(C)C)cc1NC(=S)N1CCN(Cc2ccc3c(c2)OCO3)CC1
  -0.2	-5	-13	168	5	11	0.2	3	-11	3.3	-2.1
21) O=C(CCc1nc(-c2ccccc2)no1)NC1CCCCCC1
  -1.6	-4	-11	/	-4	-1	-0.7	/	-8	2.9	0.3
22) O=C(CCNC(=O)Cn1ccc2ccccc2c1=O)NCCCN1CCOCC1
  -2.2	-5	4	6	-7	17	-2.0	-9	-1	0.4	-3.3
23) Cc1ccc2c(c1)c(/C=C/c1cc[n+](C)cc1)c(C)n2C
  /	3	-11	11	-21	4	/	11	3	-0.2	-0.7
24) COc1cccc(NC(=S)N2CCN(C/C=C/c3ccccc3)CC2)c1
  -1.4	3	-5	18	-10	-15	0.6	-2	-2	3.4	2.8
25) C/C(=N\NC(=O)c1ccc(Cl)cc1)c1ccc(N2CCOCC2)cc1
  0.5	3	-5	6	-57	11	1.8	-23	-9	3.8	-2.0
26) O=C(COC(=O)C1C2CC3OC(=O)C1C3C2)Nc1cccc(Cl)c1 (centres undefined)
  1.6	9	-6	-1	-7	9	1.8	-5	-7	0.8	-1.2
27) O=C(CCN1C(=O)C2C3C=CC(C3)C2C1=O)NCCN1CCCc2ccccc21 (centres undefined)
  0.8	7	-5	-7	16	15	1.0	-15	1	-0.9	-3.1
28) Cc1cc(OC(C)C(=O)NC(Cc2c[nH]c3ccc(O)cc23)C(=O)O)c2c(C)cc(=O)oc2c1 (centres undefined)
  1.9	-8	9	-10	-4	10	0.8	4	-3	1.7	-1.8
29) S=c1[nH]nc(-c2cccc(Br)c2)o1
  1.3	-2	-12	10	-1	5	0.7	2	-6	1.6	-0.7
30) COc1ccc(N2CCN(C(=O)CNC(=O)c3ccc(C(C)(C)C)cc3)CC2)cc1
  1.1	-1	2	-13	-49	-7	-1.8	18	-5	2.0	1.5
31) Nc1ncnc2c1ncn2[C@@H]1O[C@H](CNC(=O)[C@@H]2CCCN2S(=O)(=O)c2ccc(F)cc2)[C@@H](O)[C@H]1O
  -0.9	1	7	/	5	12	2.0	16	-5	1.3	-2.4
32) COc1ccc(CCNC(=O)COc2cccc(-n3cnnn3)c2)cc1
  /	-10	0	/	-4	14	/	/	-8	0.4	-2.1
33) CCOC(=O)CN1C(=O)CSc2ccccc21
  -1.1	4	-8	-7	12	4	1.1	2	8	0.2	-0.7
34) O=C1C(Cc2c[nH]c3ccccc23)NC(=S)N1Cc1ccccc1 (centres undefined)
  2.3	/	1	-6	/	/	1.1	-6	/	3.8	/
35) O=C(NCc1cccnc1)/C(=C\c1ccc(-c2cccc(Cl)c2)o1)S(=O)(=O)c1ccccc1
  4.8	-13	-4	14	-1	5	-1.2	7	5	5.1	-0.9
36) CCn1cnc2cc(NC(=O)c3cccs3)ccc21
  1.2	-6	1	69	4	5	0.4	8	9	-0.2	-1.1
37) COc1ccc(-n2nc([N+](=O)[O-])c(=NCCc3ccc(OC)c(OC)c3)n2O)cc1
  2.9	-8	5	-3	-16	-34	0.6	-69	2	3.3	6.4
38) Nc1nnc(SCC(=O)N2CCN(Cc3ccccc3)CC2)s1
  0.9	-9	11	-3	1	14	-0.1	3	-3	1.6	-2.7
39) O=C(c1cccs1)N1CCN(c2ccc([N+](=O)[O-])cc2F)CC1
  0.1	7	-4	-3	-6	0	0.5	5	1	1.0	0.0
40) CCOC(=O)/C(=N/Nc1ccc(Br)cc1)N1CC(C)OC(C)C1 (centres undefined)
  /	-9	1	/	-2	-27	/	61	-3	2.6	5.6
41) Cc1ccccc1CSc1nc2ccccc2c(=O)n1C
  2.6	-1	-2	23	2	-7	-0.5	-36	-11	2.7	1.7
42) Cc1ccc(NC(=S)NNC(=O)Nc2ccccc2)cc1
  4.7	-4	-12	-4	29*	34*	7.2	13	-12	8.4	-5.8
43) CN(C)c1ccc(C(=O)OCC(=O)c2ccc[nH]2)cc1
  0.7	5	-2	-20	-5	17	-4.3	15	2	2.7	-3.5
44) CCOc1c(N2CCCCC2)c(=O)c1=O
  4.0	-1	-4	4	0	13	1.0	-26	-1	3.2	-3.0
45) Cc1ccc(NS(=O)(=O)c2cc(C(=O)N3CCN(C)CC3)ccc2C)cc1
  -2.2	1	-4	51	-12	9	0.7	4	-8	0.7	-1.5
46) CCOc1ccc(CN(C)C(C)C(=O)Nc2ccc([N+](=O)[O-])cc2Cl)cc1OC (centres undefined)
  3.5	-1	21	-1	11	-11	-1.4	28	-1	2.6	2.4
47) COc1ccc(OC)c(/C=C/c2[nH]c(=O)[nH]c(=O)c2[N+](=O)[O-])c1
  /	13	-7	/	-8	9	/	20	8	1.1	-1.8
48) O=C1Nc2ccccc2C1c1ncc(C(F)(F)F)cc1Cl (centres undefined)
  0.7	0	7	-7	9	8	-0.3	-10	-4	2.0	-1.7
49) COc1ccc(S(=O)(=O)N(C(C)=O)c2ccc(OC(C)=O)c3ccccc23)cc1[N+](=O)[O-]
  -2.4	7	-9	0	8	-41	-2.9	-12	-8	1.5	5.7
50) CCN(CC)C(=O)Cn1cc(C(=O)C(=O)NCCCN2CCCCC2)c2ccccc21
  -0.9	-5	-5	-6	2	10	2.8	-38	5	1.7	-2.5

# New compounds follow.
# Order of results – AddAB inh	PKA-R2B activ	Tat transport	Mot1-301 SUMO	HTR5A inv ag	OPRM1-OPRD1 inv	E coli growth	PfHsp90 yeast 2	PKA-R1A act	phage Ecoli inh	MOR-DOR ag
51) Cc1ccc(CCNC(=O)C2CCN(S(=O)(=O)N3CCC4(CC3)OCCO4)CC2)cc1
  -0.2	-1	7	-16	-1	9	0.9	5	-1	0.9	-1.6
52) CCCc1cc(=O)oc2c(C)c(OS(C)(=O)=O)ccc12
  -0.1	-4	-1	0	-4	3	-0.7	15	1	3.1	-0.5
53) CN(C)C(CNC(=O)c1cccc(OC(F)F)c1)c1ccco1 (centres undefined)
  2.2	-2	-3	-11	18	-18	1.0	13	0	1.2	3.4
54) O=C(COc1ccc(S(=O)(=O)N2CCCCC2)cc1Cl)N1CCCC1
  1.0	-5	-4	213	12	9	-1.3	-9	3	0.7	-1.8
55) Cc1ccc(NC(=O)Cn2cccc2C2=NC(c3ccccc3)CO2)cc1C (centres undefined)
  6.6	-7	5	3	28	5	-0.3	17	4	-0.8	-1.0
56) Cc1cc2oc(=O)cc(CN3CCC(C)CC3)c2cc1Cl
  -0.3	6	6	-6	-10	-14	0.7	63	-6	3.6	2.3
57) COCCNC(=O)c1snc2ccc(Cl)cc12
  2.4	-2	1	-1	-7	2	-0.4	-8	6	0.9	-0.3
58) Cc1cc(Cl)ccc1OCCCC(=O)N1CCN(C(=O)c2ccco2)CC1
  1.6	7	5	10	-17	12	0.3	11	3	1.6	-2.3
59) Cc1ccc2nc(SCC(=O)Nc3cc(C(F)(F)F)ccc3N3CCOCC3)[nH]c2c1
  -2.4	-1	-2	2	16	-1	-0.8	-5	-16	0.6	0.2
60) CCCc1cc(=O)oc2c(C)c(OC(C)C(=O)NCc3ccccn3)ccc12 (centres undefined)
  1.2	-9	-3	3	0	8	-0.6	6	-4	2.7	-1.6
61) N#CCCN(C(=S)Nc1ccc(S(=O)(=O)N2CCOCC2)cc1)c1ccccc1F
  /	11	5	/	9	7	/	6	0	1.2	-1.1
